KCNH2 3.1 inh = blocks the human KCNH2 3.1 channel isoform | AID 720553 | 0.95% of 340,000 active | U2OS KCNH2 3.1, thallium flux FluxOr; stronger effect = lower value | activity change, % (tested at about 1.8 µM);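 active means maximum activity change below -70%; inconclusive means maximum activity change from -70% to -50%; inactive means maximum activity change above -50%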;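 further: thallium influx rate constant from kinetic fluorescence after stimulation buffer; on the % scale 0 is the no-effect control and ±100 the full control effect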
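Measured as rate of thallium-driven FluxOr signal in transduced U2OS cells carrying the 3.1 channel, read kinetically for 2 min upon stimulation; values are rate constants scaled to DMSO control wells.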
Rab9 prom act = activators of Rab9 promoter. Potency, µM (series often up to 9.22 µM), for the others: at the top dose activation, negative = inhibition, hits mostly activators. 2.8% of 320,000 active. Huh7 Rab9 promoter-luciferase reporter, luminescence, 24 h; further: potency means the concentration at half of the fitted maximal effect; % of control where 0% means no effect; nearly all actives have a fitted effect of over 60% in size
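Quantitative HTS format; Huh7 Rab9-luciferase reporter cells (1500/well) receive compound 2 h post-plating, incubate 24 h at 37 °C, then get luciferase reagent for 10 min before luminescence reading.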
ELG1 genotox = genotoxicity induction in ELG1-luciferase HEK293T cells; 1.3% of 330,000 active; Potency, µM (series often up to 46 µM), without a hit: at the highest dose activity change, positive = activation, hits mostly activators; AID 504466; HEK293T ELG1-luciferase reporter, luminescence, 16 h; further: potency means the concentration at half of the fitted maximal effect; % of control where 0% means no effect; nearly all actives have a fitted effect of over 60% in size
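Reporter readout depends on ELG1 protein level, which increases with genetic stress. After 16 hr compound exposure at 37 °C, luciferase activity was quantified using ONE-Glo.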
Coupling enz = inhibits coupling enzyme system, counter-screen for aldolase hits | coupling enzyme system counterscreen, AmpLite Red fluorescence | activity change, negative = inhibition, % at 58.2 µM, hits read low | 0.67% of 290,000 active; in the data active means activity change below about -30%; further: on the % scale 0 is the no-effect control and ±100 the full control effect
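Final compound at 57.5 uM, incubated 10 min at RT with coupling enzyme reagent (glyceraldehyde-3-phosphate), then 20 min with substrate and AmpLite Red detection. Fluorescence read at 525/598 nm; tests interference with the coupling assay, not aldolase inhibition.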
NPC1 prom act = NPC1 promoter activation; 2.4% of 320,000 active; Potency, µM (highest dose often 9.22 µM), for the others: at the top dose activation, most hits filed as activators; Huh7 NPC1 promoter luciferase reporter, 24 h;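 further: potency means the concentration at half of the fitted maximal effect; % of control where 0% means no effect; nearly all actives have a fitted effect of over 60% in size; reporter is driven by a mutant NPC1 promoter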
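Stable NPC1-promoter luciferase Huh7 line; cpd (DMSO) 24 h, 37 °C, 5% CO2; Amplite luciferase reagent 10 min RT; luminescence readout. qHTS format.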
VP16 counter = counter-screen for ROR gamma inhibitors: Gal4-VP16 reporter; Potency, µM (series often up to 53.6 µM), for the others: top-dose activity, negative = inhibition, usual class: inhibitors; 3.5% of 310,000 active; Drosophila S2 Gal4-VP16 UAS-luciferase, luminescence, 20 h;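 further: Gal4-VP16 expression switched on by copper sulfate through the metallothionein promoter; potency means the concentration at half of the fitted maximal effect; on the % scale 0 is the no-effect control and ±100 the full control effect; nearly all actives have a fitted effect of over 50% in size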
Giardia kill = Giardia lamblia killing | 0.15% of 340,000 active | activity change, % at 7.66 µM, hits read low | Giardia lamblia trophozoite viability; in the data active means activity change below about -80%; inconclusive means between about -30% and that limit;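 further: parasites exposed to compound for two days anaerobically before the ATP read; on the % scale 0 is the no-effect control and ±100 the full control effect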
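Giardia trophozoites, 100 cells per well, were exposed to compounds for 48 hrs at 37 deg C under anaerobic conditions; viability was then read as ATP content by bioluminescence after 15-30 min at room temperature.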
uPA surface inh = inhibitors of cell surface uPA generation. cell surface uPA generation assay, qHTS. Potency, µM (titrated, usually from 38.3 µM), without a hit: at the top dose activity change, negative = inhibition, hits mostly inhibitors. 0.31% of 330,000 active; active means well fitted inhibition curve with a large enough effect; inconclusive means small, poorly fitted or top-dose-only effect; inactive means no such curve, though single readings can be large or run the other way; tested in mouse RAW 264.7 cells; further: potency means the concentration at half of the fitted maximal effect; on the % scale 0 is the no-effect control and ±100 the full control effect; nearly all actives have a fitted effect of over 55% in size
RORgamma inh = ROR gamma (mouse) transcription inhibition | P51450 | Drosophila S2 Gal4-RORgamma UAS-luciferase reporter, 20 h | Potency, µM (highest dose often 53.6 µM), for inactives: at the highest dose activity change, negative = inhibition, usual class: inhibitors | 5.4% of 310,000 active; further: potency means the concentration at half of the fitted maximal effect; on the % scale 0 is the no-effect control and ±100 the full control effect; nearly all actives have a fitted effect of over 60% in size
Target sequence (P51450 whole entry, looked up, the tested form may be a part): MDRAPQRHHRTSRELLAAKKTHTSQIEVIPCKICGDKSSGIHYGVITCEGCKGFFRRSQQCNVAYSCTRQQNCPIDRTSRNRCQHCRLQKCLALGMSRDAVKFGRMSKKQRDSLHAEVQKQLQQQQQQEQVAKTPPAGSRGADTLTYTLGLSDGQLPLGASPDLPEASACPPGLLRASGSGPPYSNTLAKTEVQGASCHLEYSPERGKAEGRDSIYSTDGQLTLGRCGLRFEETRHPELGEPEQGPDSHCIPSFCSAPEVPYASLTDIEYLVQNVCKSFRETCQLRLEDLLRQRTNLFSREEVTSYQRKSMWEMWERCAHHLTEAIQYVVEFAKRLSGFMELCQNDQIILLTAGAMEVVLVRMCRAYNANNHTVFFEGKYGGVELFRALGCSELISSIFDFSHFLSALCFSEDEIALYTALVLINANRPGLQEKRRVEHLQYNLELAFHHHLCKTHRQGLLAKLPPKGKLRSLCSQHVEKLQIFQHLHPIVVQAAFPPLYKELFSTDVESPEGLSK
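Luminescence from a UAS-regulated Photinus luciferase reporter in stably transfected Drosophila Schneider cells is measured; decreased signal marks ROR gamma inhibition. Fusion expression is induced by 700 uM copper sulfate for 20 hr.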
FLuc counter = counter-screen for miR-21 project: firefly luciferase inhibitors or activators; purified FLuc, Km substrates, luminescence inhibition; Potency, µM (series often up to 57.5 µM), inactives show top-dose activity change, negative = inhibition, hits mostly inhibitors; 6.9% of 360,000 active; AID 588342;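 further: potency means the concentration at half of the fitted maximal effect; plate controls were vehicle for no effect and reference inhibitor for full effect; nearly all actives have a fitted effect of over 55% in size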
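Biochemical qHTS of compounds, final roughly 60 µM downward over six points, against 10 nM purified firefly luciferase using Km concentrations of substrates (10 uM D-luciferin, 10 uM ATP) in Tris acetate pH 7.5 buffer; luminescence output.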
Tb PFK block = inhibitors of T. brucei phosphofructokinase; AID 485367; T. brucei PFK, ADP-Glo luminescence; 0.17% of 330,000 active; O15648; Potency, µM (titrated, usually from 57.5 µM), inactives show at the top dose activity, negative = inhibition, most hits filed as inhibitors;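 further: potency means the concentration at half of the fitted maximal effect; 0% = uninhibited 1x PFK enzyme wells and -100% = no-enzyme wells; nearly all actives have a fitted effect of over 60% in size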
Target sequence (O15648 whole entry, looked up): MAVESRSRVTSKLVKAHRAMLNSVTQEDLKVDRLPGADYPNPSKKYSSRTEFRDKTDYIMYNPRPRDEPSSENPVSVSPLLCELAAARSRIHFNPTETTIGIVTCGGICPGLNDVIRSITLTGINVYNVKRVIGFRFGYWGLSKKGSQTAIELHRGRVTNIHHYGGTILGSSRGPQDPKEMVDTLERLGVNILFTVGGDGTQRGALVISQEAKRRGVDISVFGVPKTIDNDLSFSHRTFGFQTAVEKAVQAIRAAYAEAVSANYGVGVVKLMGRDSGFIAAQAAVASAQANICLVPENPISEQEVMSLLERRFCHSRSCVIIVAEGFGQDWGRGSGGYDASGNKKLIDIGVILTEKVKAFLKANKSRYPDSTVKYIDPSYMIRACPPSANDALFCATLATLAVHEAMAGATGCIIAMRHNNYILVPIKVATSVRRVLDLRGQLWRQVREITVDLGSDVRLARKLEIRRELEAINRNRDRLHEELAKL
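ADP-Glo luminescence quantified ADP after 45 min at room temperature, with 1.25 nM T. brucei PFK, 0.1 mM ATP and 0.5 mM fructose-6-phosphate in pH 8.0 TEA buffer. qHTS titrations up to 57 µM; curves classified by quality.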
An asterisk follows results filed as active; ? = inconclusive; nt = no result given; [ ] = remark or other dose. Unless noted, the call rests on the fitted dose curve; in most records, active means well fitted curve in the direction sought with a large enough effect; inconclusive means small, poorly fitted or top-dose-only effect, or another doubt; inactive means no such curve, though single readings can be large; an effect the other way counts as inactive or inconclusive. Random draw from the library; any-hit rate near 14%.

mol	KCNH2 3.1 inh	Rab9 prom act	ELG1 genotox	Coupling enz	NPC1 prom act	VP16 counter	Giardia kill	uPA surface inh	RORgamma inh	FLuc counter	Tb PFK block
COc1ccc(C2=NN(c3nc(-c4ccc(CNC(C)=O)cc4)cs3)C(c3ccco3)C2)cc1 (stereo unspecified)	-7	-9%	-4%	-2	1%	-7%	-2	2%	-14%	-15%	4%
Oc1c(C(c2cccs2)N2CCN(c3ccccc3)CC2)sc2ncnn12 (stereo unspecified)	-9	0%	6%	2	-4%	-6%	6	2%	?	1%	-3%
CCCCNC(=O)Cc1c(OC)ccc2cc(Br)ccc12	20	-3%	-8%	8	0%	-4%	11	1%	2%	-6%	0%
CC(C)(O)c1cn(-c2nonc2N)nn1	-4	-2%	2%	-2	1%	-7%	-2	6%	2%	5%	0%
O=C(N/N=C/c1ccco1)c1ccccc1OCc1ccc(Br)cc1	nt	-10%	-4%	2	1%	-16%	8	-4%	-20%	?	-7%
O=C(Nc1ccccc1Cl)c1ccc(-c2ccccn2)s1	-13	1.4µM*	?	-1	2µM*	2%	-6	-5%	15%	3.4µM*	2%
Cc1cccc2nc(CSc3nc4ccc([N+](=O)[O-])cc4[nH]3)cn12	-3	1%	0%	3	1%	?	10	0%	?	-18%	-1%
O=C(O)CC1(CC(=O)Nc2cc(F)ccc2Cl)CCCCC1	2	-1%	-3%	2	1%	1%	-10	5%	4%	3%	2%
C=CCN(c1ccc(Cl)cc1)S(=O)(=O)c1cccc(C(=O)O)c1	5	0%	4%	18	-4%	6%	-24	-5%	-43%	?	2%
CC(C)(C)n1nnnc1C(c1cccnc1)N1CCN(c2ccccc2F)CC1 (stereo unspecified)	6	-1%	3%	1	0%	0%	-3	5%	28%	1%	3%
COc1cccc(N2CC(C(=O)Nc3nnc(SCC(=O)NCC4CCCO4)s3)CC2=O)c1 (stereo unspecified)	-6	7%	6%	nt	1%	-2%	3	12%	0%	0%	-7%
CCNC(=O)NCCNC(=O)c1cc(OCC(F)(F)F)ccc1OCC(F)(F)F	5	?	4%	-3	7%	-3%	-7	-2%	0%	-4%	1%
C#CCOCCOCCOCCNc1nc(N2CCOCC2)nc(N2CCN(C(=O)[C@H](CC(N)=O)n3cc(C(N)[C@@H](C)CC)nn3)CC2)n1 (stereo partly specified)	-3	nt	-2%	nt	nt	nt	-1	6%	nt	nt	2%
CC1CC(C)CN(C(=O)CCn2c(=O)oc3ccccc32)C1 (stereo unspecified)	?	1%	-1%	nt	-3%	17%	3	1%	14%	2%	1%
CC(C)c1ccc(NC(=O)C2C3C=CC4(O3)C2C(=O)N(CCN2CCOCC2)C4C(=O)NC2CCCCC2)cc1 (stereo unspecified)	3	16%	2%	-3	-8%	-18%	11	-9%	-26%	2%	-1%
CCC(C)n1c(SCC(=O)NCCc2ccc(S(N)(=O)=O)cc2)nc2ccsc2c1=O (stereo unspecified)	8	0%	-1%	0	-4%	-2%	13	12%	27%	6%	-8%
O=C(COC(=O)c1ccc(Br)cc1)NCc1ccc(F)cc1	-17	-4%	-6%	1	-3%	4%	6	3%	-6%	-3%	1%
CCOCCCNC(=O)c1cn(CC)c2ccc(S(=O)(=O)N3CCCC3)cc2c1=O	3	6%	1%	nt	0%	-1%	-9	2%	3%	2%	1%
O=C(O)C1CCCN1C(=O)c1cccs1 (stereo unspecified)	10	1%	2%	-2	0%	-16%	-2	-1%	17%	2%	1%
COc1ccc2c(c1)CCc1c(C(=O)NCCc3ccc(OC)c(OC)c3)noc1-2	-5	-12%	2%	-1	-1%	-2%[0.365 µM]	1	nt	-12%	-1%	-1%
O=C(COc1ncnc2c1cnn2-c1ccccc1)Nc1ccc(S(=O)(=O)N2CCCCC2)cc1	-4	0%	1%	0	-3%	-4%	6	0%	27%	-8%	0%
COc1ccc(CNC(=O)c2nccnc2CO)cc1	-2	-1%	0%	0	-1%	7%	5	0%	-7%	0%	-1%
CCN(CCCNC(=O)C1CCN(S(=O)(=O)N2CCOCC2)CC1)c1cccc(C)c1	0	3%	-1%	-1	2%	0%	1	2%	1%	0%	-2%
O=C(CNC(=O)C1COc2ccccc2O1)N/N=C\c1cccc(O)c1 (stereo unspecified)	-14	1%	0%	0	1%	4%	9	-3%	13%	1%	2%
CCSc1nnc(NC(=O)C2CCN(S(=O)(=O)c3ccccc3C(F)(F)F)CC2)s1	-6	-9%	-4%	2	-3%	10%	-6	8%	?	3%	2%
Cc1nonc1-c1ccc2c(c1)OCO2	16	0%	1%	1	1%	3%	7	7%	11%	8%	-13%
O=C(NCCC1CCCCN1S(=O)(=O)c1cccs1)C(=O)Nc1ccccc1F (stereo unspecified)	-4	-2%	2%	nt	-6%	nt	5	-6%	nt	-2%	-5%
COc1ccc(C(CC(=O)NCc2ccco2)c2ccc(F)cc2)cc1 (stereo unspecified)	-9	3%	-3%	1	16%	6%	0	2%	?	15%	6%
COc1ccc(C(=O)Nc2cccc(-c3ccc(N4CCOCC4)nn3)c2)cc1	-2	4µM*	2%	nt	?	nt	-16	-9%	nt	2.4µM*	-5%
COc1ccc2c(c1OC)C(=O)N1c3ccccc3C(=O)N(c3ccccc3F)C21 (stereo unspecified)	-1	-7%	-19%	3	0%	nt	-19	5%	15%[0.365 µM]	1%	-19%
CCOC(=O)c1sc(NC(=O)c2cc3c(s2)CCC(C)C3)nc1C (stereo unspecified)	-7	-30%[inhibitor]	10µM*	4	-35%[inhibitor]	0%	-11	3%	0.25µM*	4.8µM*	0%
COc1ccc(CC(=O)NNS(=O)(=O)c2ccc(F)cc2)cc1	8	4%	-1%	2	2%	2%	-1	4%	44%	1%	0%
Cc1cc(C)c(C#N)c(SCC(=O)Nc2ccccc2)n1	-2	?	16%	1	?	-1%	-19	1%	-9%	-17%	-1%
Cc1ccc(CNC(=O)c2cc3c(=O)n4ccccc4nc3n(Cc3ccco3)c2=N)cc1	-3	5%	-1%	-1	2%	2.8µM*	2	0%	3.2µM*	1%	0%
COc1ccccc1NC(=O)c1nn(-c2ccc(F)c(F)c2)ccc1=O	-27	-2%	-5%	6	-1%	-6%	2	3%	2%	-9%	0%
COc1ccc(/C=C/C(=O)NC(=S)NN2CCCCC2c2cccnc2)cc1OC (stereo unspecified)	17	-3%	5%	1	1%	16µM*	8	-2%	13µM*	2%	9%
CN(C)S(=O)(=O)c1cccc(NC(=O)COC(=O)c2ccc([N+](=O)[O-])o2)c1	28	-2%	0%	1	-3%	-18%	9	-2%	-13%	0%	0%
CCC(C)(C)C1CCC(NC(=O)c2ccc(S(=O)(=O)N3CCOCC3)cc2)CC1 (stereo unspecified)	-6	1%	-4%	nt	1%	nt	14	?	nt	nt	-1%
CSc1ccccc1C(=O)NCCSc1ccccc1	1	12%	?	0	11%	?	8	nt	?	-18%	1%
Cc1cc(=O)oc2c(C)c(OCC(=O)Nc3cccnc3)ccc12	11	-1%	14%	0	-1%	-4%	-7	4%	-6%	?	0%
CCn1cc(/C=C/C(=O)c2ccc(O)cc2)c(C)n1	7	?	10µM*	-8	?	4µM*	-26	nt	2.2µM*	11µM*	0%
COc1ccc(-n2nc(C(=O)NCC(=O)N3CCN(c4cccc(Cl)c4)CC3)c3ccccc3c2=O)c(OC)c1	-19	-4%	0%	0	-3%	-5%	-6	-2%	?	7.6µM*	1%
O=C1/C(=C\c2ccc(O)c(O)c2)SC(=S)N1Cc1ccccc1	-7	-4%	-5%	-1	-12%	?	-5	-12%	-12%	?	?
COc1ccc([C@H]2C=C3CN(C(=O)OC(C)(C)C)S(=O)(=O)[C@H]3C[C@H]2OC(=O)c2ccc(C(F)(F)F)cc2)cc1	-5	1%	-5%	-5	-6%	4%	-6	7%	11%	4%	0%
CCC(C)NC(=O)C1CC(=O)N(CCc2ccc(F)cc2)C1 (stereo unspecified)	6	-1%	0%	-5	0%	-1%	13	-4%	-12%	-1%	2%
COc1ccc(CCNC(=O)CC(C)(C)CC2=NS(=O)(=O)c3ccccc3N2)cc1OC	-5	-4%	-3%	nt	-5%	-6%	-6	-1%	-4%	2%	0%
CCc1nc2ccccc2c(=O)n1NC(=O)c1c(O)c2ccccc2[nH]c1=O	0	17%	-8%	-1	4%	2%	-26	-1%	-5%	-1%	3%
Nc1ccc(Br)cc1-c1nc2ccccc2[nH]c1=O	4	29%	-1%	0	6%	-11%	3	-23%	13%	-2%	-3%
